Bim-Mcl-1: inhibitors of Bim peptide binding to Mcl-1, primary screen, biochemical, bead-based flow cytometry, multiplex | actives 0.1% (n = 190,000) | Induced myeloid leukemia cell differentiation protein Mcl-1 (Homo sapiens), Q07820 | AID 1009, 2008 | Bim peptide-Mcl-1 binding | inhibition, % at 10 µM; in the data active = inhibition above about 40%;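 note: 0% = no compound tracer wells and 100% = peptide blocker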
Target sequence (Q07820 whole entry, looked up): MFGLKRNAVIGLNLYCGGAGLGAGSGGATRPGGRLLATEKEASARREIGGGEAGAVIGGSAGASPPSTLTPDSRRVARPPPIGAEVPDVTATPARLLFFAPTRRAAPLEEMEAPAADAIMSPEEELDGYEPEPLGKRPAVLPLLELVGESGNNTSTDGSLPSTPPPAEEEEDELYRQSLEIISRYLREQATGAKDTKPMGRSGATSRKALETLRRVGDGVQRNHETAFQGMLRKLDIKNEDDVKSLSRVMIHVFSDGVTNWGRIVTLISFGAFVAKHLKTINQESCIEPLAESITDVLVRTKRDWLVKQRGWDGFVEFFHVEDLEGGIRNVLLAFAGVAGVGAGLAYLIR
Cdc42 wt GTP: modulators of GTP binding to wildtype Cdc42, primary screen, biochemical, multiplex bead flow cytometry, Bodipy-GTP. Cell division control protein 42 homolog (Homo sapiens), P60953. GST-Cdc42 beads; actives lie on both sides. percent activity (GTP binding), % at 10 µM. actives 0.2% (n = 190,000);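 active = percent activity GTP binding at least 20 points away from the 100% baseline, either down as inhibitor or up as activator; inconclusive = compound flagged as likely green fluorescent from well-wide comparison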;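 note: median bead fluorescence of bound Bodipy-FL-GTP at 100 nM; 0% = excess unlabeled GTP control and 100% = no compound control; below 100% means less GTP binding so inhibitor and above means activator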
Target sequence (P60953 whole entry, looked up): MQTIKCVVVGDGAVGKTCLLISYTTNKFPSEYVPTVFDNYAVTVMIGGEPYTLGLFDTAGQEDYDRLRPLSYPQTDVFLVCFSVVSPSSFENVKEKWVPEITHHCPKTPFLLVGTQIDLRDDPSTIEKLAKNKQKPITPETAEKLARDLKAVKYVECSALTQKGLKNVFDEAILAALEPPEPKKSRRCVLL
Pf gametocyte: late stage P. falciparum gametocyte viability inhibitors, primary screen, ATP luminescence, HTS; P. falciparum stage V gametocytes, 24 h; inhibition, % at 10.9 µM; actives 0.065% (n = 150,000); AID 743093, 2013;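 active = inhibition above the mean plus 3 SD of compounds within the control limits, set per campaign, cut at about 38% in these data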;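 note: 0% = DMSO wells and 100% = medium only without gametocytes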
Mcl1 Noxa PPI: Mcl-1/Noxa binding inhibitors, primary screen, biochemical, TR-FRET, 1536-well; inhibition, % at 21.7 µM; Induced myeloid leukemia cell differentiation protein Mcl-1 (Homo sapiens), Q07820; TR-FRET Mcl-1/Noxa peptide binding, 2 h; actives 1.5% (n = 220,000); AID 1022, 2008;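 active = compounds that cut the protein-peptide binding signal by more than 50% relative to plate controls in a single-dose test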;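 note: His-tagged Mcl-1 with rhodamine Noxa BH3 peptide and terbium anti-His antibody; 0% = Mcl-1 plus Noxa peptide wells and 100% = peptide-only wells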
RGS8-Gao: RGS8-Galphao binding modulators, primary screen, biochemical, multiplexed bead flow cytometry; actives lie on both sides; actives 0.34% (n = 220,000); Guanine nucleotide-binding protein G(o) subunit alpha (Homo sapiens), P09471; response (percent of control binding), % at 10 µM; in the data active = response below about 60% or above about 140%; inactive = in between;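 note: Galphao activated as the GDP aluminium fluoride complex binding bead-coupled RGS8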
Target sequence (P09471 whole entry, looked up): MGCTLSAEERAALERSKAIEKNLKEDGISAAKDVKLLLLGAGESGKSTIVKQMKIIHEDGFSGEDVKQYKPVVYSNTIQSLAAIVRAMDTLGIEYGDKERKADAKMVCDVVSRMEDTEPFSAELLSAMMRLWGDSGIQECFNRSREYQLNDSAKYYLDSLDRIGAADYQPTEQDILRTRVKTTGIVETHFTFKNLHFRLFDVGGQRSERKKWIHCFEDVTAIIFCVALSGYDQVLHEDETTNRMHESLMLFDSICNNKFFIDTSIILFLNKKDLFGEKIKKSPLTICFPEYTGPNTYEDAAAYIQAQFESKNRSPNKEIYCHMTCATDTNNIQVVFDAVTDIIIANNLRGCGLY
Rac1 act GTP bind: GTP binding modulators of activated mutant Rac1, primary screen, biochemical, bead-based flow cytometry, multiplex, fluorescent GTP; AID 764, 2007; GST-Rac1 activated beads; actives lie on both sides; 100% means binding = to untreated wells; actives 0.11% (n = 190,000); percent activity (GTP binding), % at 10 µM; Ras-related C3 botulinum toxin substrate 1 (Homo sapiens), P63000;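 active = GTP binding at least 20 percentage points away from the 100% baseline, in either direction, so actives lie on both sides; inconclusive = Compound likely fluorescent itself, or too few beads counted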
Rab7 wt GTP bind: modulators of GTP binding to Rab7, primary screen, biochemical, wildtype, multiplex bead flow cytometry. Rab7 GTPase wild type (dog), Bodipy-FL-GTP binding. AID 758, 2007. GTP binding activity (percent of control), % at 10 µM. actives 0.055% (n = 190,000). GST-Rab7 beads, fluorescent GTP binding; actives lie on both sides; untreated = 100%, excess cold GTP = 0%;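 active = fluorescent GTP binding to Rab7 beads changed by at least 20 points from the 100% baseline, either direction, mostly lower; inconclusive = compound itself probably fluorescent, or too few beads counted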;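 note: median green fluorescence of bound Bodipy-FL-GTP per Rab7 bead population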
Rab2A wt mod: modulators of GTP binding to Rab2A wildtype, primary screen, biochemical, dog, bead-based flow cytometry, multiplex; GST-Rab2 wt beads, Bodipy-GTP binding; GTP binding activity, % at 10 µM; actives 0.19% (n = 190,000); AID 760, 2007;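 active = GTP binding activity at least 20 points away from 100%, either lowered or raised; inconclusive = signal likely due to the compound's own green fluorescence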;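 note: 0% = beads with excess unlabeled GTP and 100% = no-compound control corrected for plate trend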
Mcl1-Bid inh: Mcl-1/Bid binding inhibitors, primary screen, biochemical, TR-FRET, 1536-well | Induced myeloid leukemia cell differentiation protein Mcl-1 (Homo sapiens), Q07820 | TR-FRET Mcl-1/Bid-Dy647 peptide binding | inhibition, % at 21.7 µM | actives 0.97% (n = 220,000) | AID 1021, 2008;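 active = compounds that cut the binding signal by more than half at the single screening dose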;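 note: His-tagged Mcl-1 with europium anti-His antibody binding Bid BH3 peptide; 0% = Mcl-1 plus peptide wells and 100% = peptide-only wells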
HRas wt GTP bind: modulators of GTP binding to HRas wildtype, primary screen, biochemical, bead-based flow cytometry, multiplex | GTPase HRas (Homo sapiens), P01112 | AID 759, 2007 | GTP binding activity, % at 10 µM | GST-Ras wt beads, Bodipy-FL-GTP binding; actives lie on both sides | actives 0.14% (n = 190,000);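 active = GTP binding activity at least 20% away from the 100% baseline, either lowered as inhibitor or raised as activator; inconclusive = flagged as likely green fluorescent, judged across all proteins in the well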;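 note: 0% = unlabeled GTP competition control and 100% = no-compound control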
Target sequence (P01112 whole entry, looked up): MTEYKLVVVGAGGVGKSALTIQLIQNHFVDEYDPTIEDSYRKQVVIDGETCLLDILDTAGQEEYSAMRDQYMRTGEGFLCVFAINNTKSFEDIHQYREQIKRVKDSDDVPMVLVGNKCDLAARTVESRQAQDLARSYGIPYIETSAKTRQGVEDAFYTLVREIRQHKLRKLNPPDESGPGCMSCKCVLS
Rac1 wt modul: wildtype Rac1 GTP binding modulators, primary screen, biochemical, GST-Rac1 beads, flow cytometry, multiplex; Ras-related C3 botulinum toxin substrate 1 (Homo sapiens), P63000; fluorescent GTP binding; actives lie on both sides; 0 = cold GTP competed, 100 = untreated; GTP binding activity (% of control), % at 10 µM; actives 0.27% (n = 190,000); AID 757, 2007;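 active = GTP binding activity at least 20 points away from the 100% control level, either lower or higher; inconclusive = compound flagged as likely green fluorescent, judged across all proteins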
Active calls of the source: *; u = inconclusive; x = no result given.

SMILES	Bim-Mcl-1	Cdc42 wt GTP	Pf gametocyte	Mcl1 Noxa PPI	RGS8-Gao	Rac1 act GTP bind	Rab7 wt GTP bind	Rab2A wt mod	Mcl1-Bid inh	HRas wt GTP bind	Rac1 wt modul
CSC1=NCCN1C(=O)Cc1ccc(Cl)cc1	0.0	99.0	x	19.1	102.0	98.0	99.0	99.0	1.4	101.0	105.0
Cc1c(F)cccc1NC(=O)CCCCCC1NC(=O)NC1C (stereo not given)	0.0	94.0	-17.2	5.7	97.3	97.0	105.0	99.0	-27.0	102.0	102.0
COc1ccc(C(=O)COC(=O)CCn2nnc(-c3cccc(O)c3OC)n2)cc1	-3.0	105.0	x	3.4	101.5	99.0	100.0	101.0	1.6	102.0	106.0
CC(O)COc1ccc(/C(=N/O)c2ccccc2)cc1 (stereo not given)	-1.0	105.0	11.7	7.0	98.9	103.0	92.0	105.0	-16.1	104.0	104.0
O=C(Nc1ccccc1F)c1ccncc1	-1.0	100.0	x	32.8	99.1	100.0	102.0	104.0	-1.4	101.0	101.0
O=C(O)c1ccc(/C=N/NC(=O)c2ccc(Br)cc2)cc1	-3.0	102.0	x	22.8	97.3	102.0	98.0	100.0	-7.7	101.0	104.0
Cc1ccc(-n2c(=O)c3sccc3n(Cc3cc(=O)n4ccccc4n3)c2=O)cc1	-1.0	104.0	-0.1	-15.6	101.0	103.0	102.0	103.0	-17.2	106.0	102.0
C=CCn1c(SCC(=O)c2cc(C)n(C(C)COC)c2C)nc2sc(C)c(C)c2c1=O (stereo not given)	23.0	98.0	-4.6	2.8	97.0	98.0	98.0	99.0	-43.0	98.0	101.0
CC(C)C1=NN2C(=N)CC(=O)N=C2S1	6.0	105.0	6.4	17.8	100.0	102.0	104.0	101.0	-34.8	103.0	107.0
Cc1sc2nc(SCC(=O)NCCO)n(-c3ccccc3)c(=O)c2c1C	0.0	96.0	-0.6	-0.7	101.5	95.0	98.0	97.0	-8.2	96.0	101.0
CCOc1ccc(NC(=O)Nc2cccn(Cc3ccccc3)c2=O)cc1	3.0	100.0	17.7	19.9	100.4	95.0	95.0	94.0	-14.3	97.0	102.0
COCc1nnc(NC(C)=O)s1	35.0	96.0	-2.6	0.0	113.3	97.0	97.0	96.0	-20.1	96.0	93.0
Cc1c(C(=O)NC(=S)NCC(C)C)oc2ccccc12	0.0	99.0	5.3	-1.1	104.2	97.0	99.0	96.0	-14.8	96.0	108.0
COc1ccc(C(C)=O)cc1CSc1nc2ccccc2c(=O)n1-c1cccc(C)c1	-3.0	100.0	14.0	-27.0	98.0	102.0	100.0	103.0	13.7	104.0	107.0
CCOC(=O)c1cnc2c(C(F)(F)F)cccc2c1N1CCOCC1	0.0	105.0	x	7.2	95.0	101.0	99.0	104.0	-23.5	105.0	107.0
COC(=O)c1ccc(-n2c(C)cc(-c3csc(NC(=O)c4ccc(S(=O)(=O)N(C)C)cc4)n3)c2C)cc1	-2.0	99.0	19.7	4.3	98.5	100.0	100.0	97.0	-45.6	98.0	103.0
COC(=O)c1c(C)[nH]c(C(=O)/C=C/c2ccccc2)c1C	-2.0	101.0	x	8.4	103.0	101.0	103.0	99.0	-3.7	101.0	103.0
O=C(O)C1CCN(S(=O)(=O)/C=C/c2ccccc2)CC1	-4.0	103.0	-29.1	31.0	95.8	99.0	99.0	101.0	16.1	102.0	102.0
O=C(CSc1nc2ccc(N3CCOCC3)cc2c(=O)n1CCc1ccccc1)NCC1CCCO1 (stereo not given)	3.0	99.0	4.4	37.0	101.8	94.0	96.0	96.0	-29.2	98.0	99.0
CN(c1ccc(OCC(=O)OCC(=O)Nc2ccccc2F)cc1)S(=O)(=O)c1cccs1	-3.0	101.0	2.4	1.5	98.5	101.0	98.0	98.0	-20.9	101.0	105.0
NCCOc1ccccc1Cc1ccccc1	-6.0	97.0	x	-8.4	104.0	93.0	100.0	100.0	-11.0	98.0	100.0
COC(=O)c1sccc1-n1cccc1C(=O)C(=O)Nc1ccc(F)cc1	-2.0	93.0	x	6.6	96.1	92.0	93.0	94.0	3.9	94.0	95.0
Cc1ccc(C(=O)NC(N(C)C)C(Cl)(Cl)Cl)cc1 (stereo not given)	0.0	98.0	3.0	3.8	100.2	98.0	102.0	99.0	-30.4	98.0	99.0
O=C(NNC(=O)c1cc2cc3ccccc3nc2s1)c1cccc(Cl)c1	4.0	98.0	10.6	6.7	97.6	95.0	97.0	96.0	-18.5	98.0	99.0
CCS(=O)(=O)c1ccc2c(c1)N(S(C)(=O)=O)CC(C(=O)NCCOC)O2 (stereo not given)	-1.0	100.0	x	3.9	101.1	100.0	103.0	104.0	-13.4	104.0	107.0

Going on with the list.
SMILES	Bim-Mcl-1	Cdc42 wt GTP	Pf gametocyte	Mcl1 Noxa PPI	RGS8-Gao	Rac1 act GTP bind	Rab7 wt GTP bind	Rab2A wt mod	Mcl1-Bid inh	HRas wt GTP bind	Rac1 wt modul
Cc1ccc(C(=O)OCc2cn(-c3ccccc3)nn2)cc1	-1.0	97.0	-17.0	10.0	100.2	92.0	95.0	94.0	0.6	95.0	99.0
O=C(Nc1ccc(Oc2ccccc2)cc1)c1ccc(Cn2c(=O)[nH]c3ccsc3c2=O)cc1	-5.0	98.0	x	-8.3	103.5	99.0	102.0	100.0	7.3	97.0	102.0
Cc1ccc(C)c(NC(=O)C2CC3c4ccccc4C2c2ccccc23)c1 (stereo not given)	0.0	100.0	-20.4	-9.2	106.0	99.0	94.0	97.0	-2.9	98.0	101.0
Clc1ccc2scc(CN3CCCCC3)c2c1	1.0	98.0	x	-1.9	103.2	100.0	103.0	98.0	-5.2	99.0	104.0
Cc1cc(-c2n[nH]c(=S)n2/N=C/c2cccc([N+](=O)[O-])c2)n[nH]1	2.0	97.0	13.3	36.5	98.5	91.0	96.0	90.0	-71.2	91.0	83.0
CN(C)c1ccc(CC(=O)c2nc3ccccc3s2)cc1	0.0	101.0	-7.0	75.9*	95.0	99.0	100.0	97.0	-45.2	98.0	102.0
CCSc1nc(N2CCOCC2)c2c(c1C#N)CCCC2	-2.0	100.0	24.9	9.7	100.7	99.0	96.0	99.0	-8.2	102.0	100.0
CCN1CCN(C(=S)NC(C)c2ccccc2)CC1 (stereo not given)	-2.0	106.0	25.1	29.1	100.8	102.0	103.0	102.0	27.0	103.0	104.0
CCOC(=O)N1CCN(C(=O)c2ccccc2NC(=O)c2ccc(F)cc2)CC1	-4.0	98.0	21.8	3.9	89.0	99.0	98.0	99.0	11.1	97.0	98.0
COc1ccc(/C=C/C(=O)Nc2ccccc2)cc1OC	-3.0	95.0	3.0	11.1	101.1	97.0	98.0	97.0	-0.2	96.0	93.0
O=C(NCCN1CCOCC1)c1cc(-c2ccccc2)on1	-1.0	95.0	x	-1.7	99.6	95.0	96.0	92.0	5.8	96.0	95.0
O=C(COC(=O)/C=C/c1ccccc1[N+](=O)[O-])NC1CC1	0.0	93.0	-18.4	3.7	101.6	96.0	97.0	95.0	-31.5	98.0	98.0
C/C=C(\C)CN1CCN(c2ccc(C)cc2)CC1	-4.0	104.0	x	19.8	98.8	96.0	101.0	98.0	20.3	100.0	101.0
COc1ccc(C(=O)NCC2CCCO2)cc1S(=O)(=O)N1CCCc2ccccc21 (stereo not given)	-1.0	98.0	24.4	5.3	104.7	97.0	104.0	99.0	1.6	98.0	99.0
CCOc1c(OC)ccc2c3c(c(=O)oc12)CCCC3	-4.0	97.0	-8.6	7.0	102.8	96.0	97.0	96.0	8.2	98.0	97.0
CC(=O)N/N=C(\C)CC(=O)Nc1cccc(C(F)(F)F)c1	2.0	101.0	-4.8	15.0	95.5	98.0	96.0	101.0	-3.9	100.0	104.0
Cc1ccc(/C=C2\Sc3ccccc3C2=O)s1	-1.0	98.0	x	20.9	96.7	100.0	95.0	98.0	-18.0	97.0	98.0
CCc1ccc(-c2cc(C(=O)NCc3ccco3)c3ccccc3n2)s1	-3.0	100.0	9.2	40.5	108.6	99.0	99.0	103.0	-17.2	103.0	104.0
CCCN1CC(O)=C(C#N)C1=O	-1.0	98.0	-7.6	16.9	101.9	93.0	96.0	96.0	0.5	97.0	99.0
COc1cccc(CN(C)CC(=O)Nc2cccc3ccccc23)c1	-4.0	94.0	-12.5	22.8	102.0	95.0	94.0	95.0	24.6	96.0	99.0
Cc1cc(N2CCCCC2)nc(SCC(=O)c2ccccc2)n1	-1.0	97.0	x	3.7	99.9	94.0	96.0	95.0	-21.2	96.0	95.0
Cc1ccc(S(=O)(=O)N(CC(=O)N/N=C/c2ccccc2C(=O)O)c2cc(Cl)cc(Cl)c2)cc1	2.0	91.0	3.7	11.6	99.2	88.0	96.0	90.0	1.1	92.0	92.0
Cc1cc(C)c2nc(N3CCC(C(=O)NCc4cccnc4)CC3)sc2c1	0.0	101.0	x	24.7	102.5	97.0	92.0	104.0	4.1	97.0	100.0
Cc1nonc1OCCNc1ccc([N+](=O)[O-])cc1[N+](=O)[O-]	-7.0	u	9.8	10.1	111.6	u	u	u	-1.1	u	u
CN(C)S(=O)(=O)c1cccc(NC(=O)COC(=O)CCC(=O)c2cccs2)c1	-1.0	97.0	7.4	13.5	101.1	94.0	103.0	97.0	-32.8	98.0	96.0
O=C1C(=O)N(CCN2CCOCC2)C(c2ccccn2)/C1=C(/O)c1ccc(Cl)cc1 (stereo not given)	-8.0	103.0	x	-15.0	102.4	99.0	101.0	101.0	-15.7	100.0	105.0
Cc1c(-c2cccc(Cl)c2)nc2ccccc2c1C(=O)OCC(=O)Nc1ccc2c(c1)OCO2	-6.0	98.0	x	14.2	103.5	100.0	105.0	100.0	-61.2	102.0	99.0
CCOC(=O)C1C(=O)CC(C)(O)C(C(=O)OCC)C1c1ccccc1OC (stereo not given)	-8.0	104.0	8.3	11.8	101.3	98.0	102.0	100.0	-22.8	103.0	108.0
O=[N+]([O-])c1cc(C(F)(F)F)ccc1N1CCN(S(=O)(=O)c2ccc3ccccc3c2)CC1	0.0	96.0	x	9.7	95.3	95.0	95.0	95.0	-23.7	96.0	100.0
